Mdm2-MdmX inh = inhibitors of human Mdm2-MdmX association, primary screen, cell-based, luminescence, split luciferase, SaOS-2, uHTS; Protein Mdm4 (Homo sapiens) + E3 ubiquitin-protein ligase Mdm2 (Homo sapiens), …; SaOS-2 split-luciferase Mdm2/MdmX complementation; inhibition, % at 8 µM; 330,000 compounds, 3% hits; AID 485346, 2010;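 active = inhibition of at least 50% at 8 µM in the primary screen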
TIM10 inh = growth inhibitors of isogenic TIM10 control yeast, primary screen, counter-screen for tim10-1 yeast inhibitor project, luminescence, uHTS; S. cerevisiae TIM10 strain growth, BacTiter-Glo luminescence, 24 h; inhibition, % at 10 µM; 330,000 compounds, 1.4% hits;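 active = inhibition of 40% or more at the single tested concentration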;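 note: wild-type TIM10 isogenic control strain grown at permissive 25 °C; 0% = DMSO yeast wells and 100% = minimal medium wells without yeast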
UPR CHOP act = activators of apoptotic CHOP UPR arm, primary screen, cell-based, CHO-CHOP luciferase reporter, luminescence, uHTS; 330,000 compounds, 0.34% hits; UPR activation; percent of tunicamycin response over DMSO baseline; activation, % at 10 µM; AID 449763, 2010;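 active = at 10 µM dose, activation of 40% or more, normalized to positive control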;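 note: 100% = tunicamycin at 10 µg/mL and 0% = DMSO alone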
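Dosing – one dose, 10 µM in 0.5% DMSO · System – CHO-CHOP cells, stable luciferase reporter of PERK-eIF2a-CHOP signalling · Input – 500 cells/well · Control set – tunicamycin 10 µg/mL final as positive, DMSO-only wells as negative · Timing – 6 h compound treatment, 37 °C · Measure – % activation vs tunicamycin · Technique – luminescence read with Steady-Glo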
APJ ag = agonists of human apelin receptor APJ, primary screen, CHO-K1 cells, PathHunter beta-arrestin, luminescence. activation, % at 20 µM. 0% DMSO wells, 100% apelin. 330,000 compounds, 0.11% hits;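 active = activation more than six SD over the plate average, tested at 20 µM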;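 note: 0% = DMSO alone and 100% = apelin-13 at 10 nM; some results filed as inactive read as strong as hits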
Target sequence (P35414 whole entry, looked up): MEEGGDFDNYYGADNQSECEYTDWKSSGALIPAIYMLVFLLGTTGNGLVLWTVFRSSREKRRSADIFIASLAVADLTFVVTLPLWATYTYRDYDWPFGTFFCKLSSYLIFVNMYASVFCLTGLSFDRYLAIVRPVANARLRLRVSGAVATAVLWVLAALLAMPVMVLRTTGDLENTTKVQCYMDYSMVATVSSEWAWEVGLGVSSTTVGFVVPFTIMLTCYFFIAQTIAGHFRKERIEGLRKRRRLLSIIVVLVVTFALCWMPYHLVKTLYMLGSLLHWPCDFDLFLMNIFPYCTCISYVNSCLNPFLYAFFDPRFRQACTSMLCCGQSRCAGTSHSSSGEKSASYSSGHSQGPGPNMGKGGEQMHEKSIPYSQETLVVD
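system = engineered CHO-K1 APJ arrestin reporter cells | input = 1000 cells per well | timing = overnight seeding, 90 min compound at 25 °C, 1 h detection | measured by = enzyme-fragment complementation luminescence | read-out = beta-arrestin recruitment to APJ as agonist activity, luminescent signal | control set = negative DMSO alone, positive Apelin-13 at 10 nM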
tim23-1 inh = growth inhibitors of tim23-1 mutant yeast, primary screen, luminescence, uHTS; 330,000 compounds, 1.3% hits; inhibition, % at 20 µM; S. cerevisiae tim23-1 growth, BacTiter-Glo luminescence, 24 h;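 active = growth inhibition of the mutant yeast at or above 50%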;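 note: temperature-sensitive mutant grown at 25 °C; plate controls were DMSO-treated mutant yeast for no effect and medium wells lacking yeast for full effect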
CXCR6 inh = CXCR6 receptor inhibitors, primary screen, cell-based, beta-arrestin, luminescence, CHO-K1 PathHunter, 1536-well; inhibition, % at 20 µM; 360,000 compounds, 0.36% hits; C-X-C chemokine receptor type 6 (Homo sapiens), O00574; in the data active = inhibition above about 34%, passing the limit was not always enough;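 note: antagonist mode with CXCL16 agonist at 10 nM final; 0% = 10 nM CXCL16 with DMSO and 100% = unstimulated wells without agonist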
Target sequence (O00574 whole entry, looked up): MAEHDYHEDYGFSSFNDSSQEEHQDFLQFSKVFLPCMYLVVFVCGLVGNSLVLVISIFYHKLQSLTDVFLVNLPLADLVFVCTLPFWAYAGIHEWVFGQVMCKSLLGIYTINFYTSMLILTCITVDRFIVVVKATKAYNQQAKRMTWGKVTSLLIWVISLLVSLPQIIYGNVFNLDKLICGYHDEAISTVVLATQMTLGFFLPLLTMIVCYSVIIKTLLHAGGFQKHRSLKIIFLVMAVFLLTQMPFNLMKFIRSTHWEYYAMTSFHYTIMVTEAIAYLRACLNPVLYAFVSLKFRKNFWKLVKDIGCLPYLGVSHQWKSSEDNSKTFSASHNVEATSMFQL
tim10-1 inh = growth inhibitors of tim10-1 mutant yeast, primary screen, luminescence, uHTS; S. cerevisiae tim10-1 ts strain growth, BacTiter-Glo, 24 h; inhibition, % at 20 µM; 330,000 compounds, 2.2% hits;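 active = inhibition of at least 40%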;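 note: mutant grown at 25 °C; 0% = DMSO wells with yeast and 100% = wells holding no yeast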
XBP1 UPR activ = activators of adaptive XBP1 UPR arm, primary screen, cell-based, CHO-XBP1 luciferase reporter, luminescence, uHTS. AID 463104, 2010. 330,000 compounds, 0.33% hits. activation, % at 20 µM. IRE1-XBP1 UPR activation; percent of tunicamycin response, DMSO as zero;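 active = versus positive control, 20 µM dose yields 30% or more activation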;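 note: 100% = tunicamycin at 10 µg/mL and 0% = DMSO only wells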
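incubation = overnight seeding at 37 °C, 6 h compound treatment at 37 °C | assay system = CHO-XBP1 cells stably carrying IRE1-XBP1-driven luciferase reporter | input = 1000 cells per well | detection = luciferase luminescence | dosing = single point, 20 µM final compound, 1% DMSO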
APJ antag = antagonists of human apelin receptor APJ, primary screen, CHO-K1 cells, beta-arrestin complementation, luminescence; P35414; inhibition, % at 20 µM; AID 2521, 2010; 330,000 compounds, 0.32% hits;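 active = inhibition above about 40% at 20 µM, limit read from the data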;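 note: cells challenged with 10 nM apelin-13 agonist together with compound; plate controls were apelin-13 plus DMSO wells for no effect and DMSO wells lacking apelin-13 for full effect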
Numbers without * were called inactive.

SMILES	Mdm2-MdmX inh	TIM10 inh	UPR CHOP act	APJ ag	tim23-1 inh	CXCR6 inh	tim10-1 inh	XBP1 UPR activ	APJ antag
Cc1ccc(S(=O)(=O)N(C)c2nonc2C)cc1	-1	1	-2.2	-3	8	-2	-3	-1	-12
O=C(N/N=C/c1cccnc1)C(O)c1ccccc1 (configuration not stated)	-6	-4	-1.5	-1	5	5	-7	-2	3
CCC(C)NCCC(=O)Nc1ccc(Cl)c(S(=O)(=O)Nc2ccc(Cl)cc2)c1 (configuration not stated)	41	-7	4.5	-3	6	2	4	1	-8
CCc1nnc(NC(=O)COc2ccc([N+](=O)[O-])cc2)s1	0	-23	0.8	-2	-18	1	-21	-5	0
Cc1cc(C)cc(N(CC(=O)NCc2ccco2)S(=O)(=O)c2ccccc2)c1	15	11	0.9	-2	30	2	5	-5	15
CN(/N=C/c1c[nH]c2ccccc12)c1cnn(-c2ccc(F)c(Cl)c2)c(=O)c1Cl	18	8	3.2	-2	1	7	-4	1	13
Cc1ccc(CNC(=O)c2ccc(N3CCC4(CC3)CC(c3ccccc3)=NO4)c(NC(=O)c3ccccc3)c2)cc1	21	5	-0.2	-5	12	-5	-3	-2	17
CN(C)C(/C=C/Nc1ccc(Br)cc1)=C(C#N)C#N	-41	15	1.1	-2	12	5	26	-1	1
CNc1cncc(C(=O)O)c1	11	6	-0.4	-3	10	-1	5	-4	0
COC(=O)c1ccc(Cn2nnc3c(=O)[nH]c(C4CCCN(S(=O)(=O)c5ccc(C)cc5)C4)nc32)cc1 (configuration not stated)	28	-27	2.4	3	-22	-1	2	3	2
Cc1cc(C)cc(OCC(=O)NC(C)c2ccccc2)c1 (configuration not stated)	16	-5	0.6	-4	14	3	19	-4	-19
Cc1ccc(NC(=O)COC(=O)c2ccc(F)cc2Cl)c(Br)c1	9	5	-0.2	-1	3	-6	22	0	9
CCn1cc(C(=O)O)c(=O)c2cc(F)c(N3CCN(C(=S)NC(=O)c4ccc(Br)cc4)CC3)cc21	10	-16	-2.5	-4	-26	8	13	5	-25
CCN(c1ccccc1)S(=O)(=O)c1ccc(OC)c(NC(=O)CNCCc2ccccc2)c1	37	6	1.0	-2	15	4	9	1	-10
COc1ccc(S(=O)(=O)Nc2ccccc2C(=O)N2CCOCC2)cc1OC	-25	10	0.9	-1	3	1	-2	2	11
Cc1cc(NC(=O)COC(=O)C(C)Oc2ccc(Cl)cc2Cl)no1 (configuration not stated)	-26	-7	1.5	2	2	-2	-13	-5	-1
CCN1CC2=C(OC(N)=C(C#N)C2c2cccs2)/C(=C/c2cccs2)C1 (configuration not stated)	19	13	-2.1	-1	17	11	13	-1	2
Cc1cc(C)cc(NS(=O)(=O)c2csc(C(N)=O)c2)c1	4	0	-0.1	1	15	-12	13	7	2
Nc1nonc1-n1nnc(C(=O)N/N=C/c2cccc(Cl)c2)c1CSc1ccc(Cl)cc1	-6	8	0.3	0	1	5	-10	4	-13
CC(C)(C)c1ccc(Cn2nnc3c(=O)[nH]c(C4CCCN(C(=O)c5cccs5)C4)nc32)cc1 (configuration not stated)	23	4	0.6	0	16	2	13	0	-1
COc1ccc(-c2ccnc3c(Br)c(C)nn23)cc1	24	13	-1.0	-3	50*	0	32	3	-1
CC(=O)Nc1ccc(SCC(=O)NCC2(N3CCCCC3)CCCCC2)cc1	12	-9	0.1	-1	37	3	-8	-1	7
Cc1nnc(SCC(=O)NCCN2C(=O)CSC2=O)s1	17	-4	-0.4	-6	11	-4	9	-3	-1
Cc1nnc(SCC(=O)NNC(=O)c2ccc(F)cc2)n1Cc1ccccc1	8	-8	1.5	2	-7	3	-16	-3	2
Cc1cc([N+](=O)[O-])cnc1Sc1nccn1C	5	9	-1.5	2	2	-11	2	-1	9
Cc1cc(C)nc(N/N=C/c2c(CO)cnc(C)c2O)n1	27	11	1.4	2	-12	5	2	3	-17
CC(=O)c1ccc(OCCCCOc2ccc(C(C)=O)cc2)cc1	6	1	2.4	-2	-6	1	-4	-2	9
Cc1cccc(OCC(=O)N2CCCc3ccccc32)c1	3	9	-0.7	-6	4	-7	8	3	-2
O=C(COc1ccccc1F)N1CCCc2ccccc21	12	3	3.7	-5	3	0	16	-5	5
CC(C)(C)C(=O)C(Oc1cccc2nonc12)n1cncn1 (configuration not stated)	14	-75	0.6	1	-197	0	-89	3	-2
O=C(Nc1cccc2c1CCCC2)c1cc([N+](=O)[O-])ccc1Cl	62*	21	-0.1	-1	36	-4	15	-5	6
CCOC(=O)N1CCC(NC(=O)Cn2cccc2C(=O)c2ccccc2C)CC1	23	11	-4.4	-6	12	0	15	3	-2
O=C(c1cccs1)N(Cc1cc2ccccc2[nH]c1=O)CC1CCCO1 (configuration not stated)	-38	-3	4.0	0	17	-17	17	2	9
Cc1cc2c(nn1)CCc1nonc1-2	9	0	-0.1	-4	-8	-3	-3	-2	22
CC1=C(C(N)=O)C(c2ccc(Cl)c(Cl)c2)n2ncnc2N1 (configuration not stated)	1	-21	0.6	-3	10	-5	5	-4	15
Cc1ccc(Cn2nnc3c(=O)[nH]c(C4CCCN(S(=O)(=O)c5ccccc5F)C4)nc32)cc1 (configuration not stated)	22	8	-1.4	-1	5	-1	-13	-3	18
CC1(c2nnc(-c3ccccc3)o2)CC(c2ccccc2)=NO1 (configuration not stated)	-7	3	0.5	-6	-18	8	-6	3	-5
Cc1cccc(C(=O)O[C@@H]2[C@H](Cc3ccccc3)NS(=O)(=O)[C@H]3C[C@@H]4C=C[C@]23O4)c1	-35	9	3.8	-1	10	3	12	2	9
CCOC(=O)Cn1c(=O)n(Cc2ccc(OC)cc2)c(=O)c2cccnc21	0	10	0.6	-5	25	0	0	-2	8
O=C(c1ccccc1)N1CCN(S(=O)(=O)N2CCCCC2)CC1	23	-11	-0.6	0	3	2	-3	-4	7
Cn1c(=O)c2sccc2n(Cc2ccccc2)c1=O	33	-10	-0.9	-3	10	4	7	0	17
C=CCNC(=O)CSc1nnc(-c2ccncc2)n1CCc1ccccc1	-40	-8	-0.1	-2	7	-3	1	-1	-9
Cc1nn(C)c(N)c1C(O)(c1nccn1C)C(F)(F)F (configuration not stated)	-9	-7	0.4	14	3	-2	2	-2	-9
C/C(=N\NS(=O)(=O)c1ccc(C)cc1)c1ccc(Br)s1	31	27	-0.7	-6	29	3	31	-4	-6
CCCCN(CC)CCNC(=O)CCC(=O)Nc1ccc2nc(N3CCN(C)CC3)cc(C)c2c1	-17	-11	1.6	4	-10	-12	-3	-1	-15

Mdm2-MdmX inh, entries above that show a hit
Compound	Mdm2-MdmX inh	CXCR6 inh	APJ antag
O=C(Nc1cccc2c1CCCC2)c1cc([N+](=O)[O-])ccc1Cl	62*	-4	6

Further structures:
SMILES	Mdm2-MdmX inh	TIM10 inh	UPR CHOP act	APJ ag	tim23-1 inh	CXCR6 inh	tim10-1 inh	XBP1 UPR activ	APJ antag
CC1CCN(c2[nH]c(=S)c(C#N)c3c2CCCC3)CC1	-11	22	-0.1	-1	27	4	31	-2	19
CC[C@@H](C)[C@@H]1CN([C@@H](CN2CCC[C@H]2CN2C(N)=NC[C@H]2C(C)C)C(C)C)C(=N)N1CCCC1CCCC1	-3	3	0.1	2	3	1	7	3	-5
O=C(c1ccc(C(=O)N2CCN(c3ccccc3F)CC2)nc1)N1CCN(c2ccccc2F)CC1	-8	13	0.0	-6	8	-2	2	0	0
Cc1ccc(C(=O)Oc2cccnc2)cc1[N+](=O)[O-]	-9	3	0.2	-3	13	-6	9	-1	15
O=C(CS(=O)(=O)Cc1ccccc1)NCc1ccc2c(c1)OCO2	7	3	0.9	0	8	-2	18	-1	2
CCOc1cc(N2CCOCC2)c(OCC)cc1NC(=O)COc1cccc(Cl)c1	-4	16	0.0	-3	15	1	18	0	-23
O=C(c1ccc(S(=O)(=O)Nc2cccc(C(F)(F)F)c2)cc1)N1CCC1	2	-1	-0.7	-1	8	0	-14	3	11
CCOc1ccc(NC(=O)CSc2nnc(C)n2Cc2ccccc2)cc1	-44	6	-1.5	0	0	10	31	-2	13
Cc1ccc(S(=O)(=O)NCCC(=O)N(C)Cc2cccs2)cc1	28	-12	-0.9	-5	12	-8	6	-1	-45
O=C(CCc1ccccc1)NNC(=O)Nc1ccccc1	-11	8	1.6	-1	1	-3	-12	-2	-4
CC(C)Oc1ccc(C(=O)NC(=S)Nc2ccc(Cl)c(C(=O)O)c2)cc1	-16	-14	4.2	-4	11	11	14	19	11
Cc1ccc(NC(C)C(=O)N/N=C/c2c[nH]c3ccccc23)cc1 (configuration not stated)	-2	13	-0.7	-3	8	-1	27	-2	-10
C=C(C(=O)O)C(CCCCCC)C(=O)O (configuration not stated)	7	5	-0.5	-1	-4	-3	1	-3	-8
O=C(CN(C(=O)CCC(=O)Nc1nccs1)c1ccccc1F)NCc1ccc(F)cc1	-1	-12	3.9	0	-15	4	-12	-2	-3
Cc1ccc(NC(=O)CCc2c(C)nn(-c3ccc(N4CCCCC4)nn3)c2C)cc1	-18	3	2.9	1	15	-9	23	1	-30
Cn1c(CCC(N)=O)nnc1SCC(=O)Nc1ccccc1C(=O)NC1CC1	21	-5	1.4	-2	7	1	5	0	2
CC(C)c1ccc(S(=O)(=O)N2CCN(CC(=O)c3ccc(O)c(O)c3)CC2)cc1	7	22	19	3	24	1	50*	19	15
CC(C)(CNC(=O)c1cc2ccccc2o1)N1CCOCC1	17	-4	-1.3	-1	-1	-6	5	-1	4
O=C(Nc1ccc2nc3n(c(=O)c2c1)CCCCC3)c1ccccn1	-68	46*	0.6	2	55*	-6	35	2	14
O=C(NCc1cccc(F)c1)C1CCC(=O)N(C2CC2)C1 (configuration not stated)	18	6	2.6	3	-3	-9	-4	-1	20
CCOc1ccccc1Nc1nc(N)nc(CN(C)C2CCCCC2)n1	11	0	-0.5	1	5	-11	9	-2	10
CCOC(=O)C1CCCN(CC(=O)Nc2c(F)c(F)c(F)c(F)c2F)C1 (configuration not stated)	15	-9	-0.6	-3	1	5	4	-3	-3
CCC(=O)Nc1ccc(S(=O)(=O)NCC2CCCO2)cc1 (configuration not stated)	-1	-13	-1.3	2	8	-10	-9	0	10

Rewritten as a markdown table: part of the list above.
| SMILES | Mdm2-MdmX inh | TIM10 inh | UPR CHOP act | APJ ag | tim23-1 inh | CXCR6 inh | tim10-1 inh | XBP1 UPR activ | APJ antag |
| --- | --- | --- | --- | --- | --- | --- | --- | --- | --- |
| CCOC(=O)C1CCCN(CC(=O)Nc2c(F)c(F)c(F)c(F)c2F)C1 (configuration not stated) | 15 | -9 | -0.6 | -3 | 1 | 5 | 4 | -3 | -3 |
| CCC(=O)Nc1ccc(S(=O)(=O)NCC2CCCO2)cc1 (configuration not stated) | -1 | -13 | -1.3 | 2 | 8 | -10 | -9 | 0 | 10 |

Compound activity as filed in PubChem BioAssay.

Only part of the results is shown; count on the stated rates, not on these rows.
